TGFb SMAD3 inh: inhibitors of TGF-b signaling; 1.2% of 410,000 active; Potency, µM (titrated, usually from 46.1 µM), inactives show top-dose activity, negative = inhibition, usual class: inhibitors; AID 588855; HepG2 CAGA-GFP TGF-b/SMAD3 reporter, GFP fluorescence, 18 h; TGF-beta stimulated, 500 pg/mL final; further: potency means the concentration at half of the fitted maximal effect; on the % scale 0 is the no-effect control and ±100 the full control effect; nearly all actives have a fitted effect of over 65% in size
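Cell-based qHTS in HEPG2 carrying a CAGA-GFP Smad reporter; compounds added before 500 pg/mL final TGF-beta, 18 h incubation at 37 degrees C, GFP fluorescence quantified per cell by imaging cytometry.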
Nrf2 block: inhibitors of Nrf2 signaling; A549 ARE-Fluc reporter, luciferase luminescence, 18-24 h; Potency, µM (highest dose often 46 µM), without a hit: at the top dose activity change, negative = inhibition, most hits filed as inhibitors; 2.1% of 360,000 active; further: potency means the concentration at half of the fitted maximal effect; on the % scale 0 is the no-effect control and ±100 the full control effect; nearly all actives have a fitted effect of over 60% in size
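Quantitative HTS in A549 cells stably bearing an antioxidant response element-firefly luciferase construct. Inhibition of Nrf2-driven transcription was scored by luminescence after 18-24 h of compound exposure at 37 °C.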
pAkt inh: inhibitors of Akt phosphorylation; Neuro2A IGF-stimulated pAkt S473 HTRF, 20 min; stronger effect = lower value; activity change, % for hits at 50 µM; 0.32% of 360,000 active; AID 651550; in the data active means activity change below about -80%; inconclusive means mostly about -51% to -80%; further: on the % scale 0 is the no-effect control and ±100 the full control effect
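Neuro2A cells in DMEM with 0.5% FBS, overnight at 37 deg C, given compound at single 50 µM final, then IGF (6 nM final) for 20 min at 37 deg C. Lysed; phospho-Akt Ser473 by HTRF after 24 h, 665/615 ratio.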
CCT chaperon mod: changes cytosolic chaperonin activity. purified chaperonin ATPase assay, HTRF ADP detection, 30 min. activity change, % (no concentration beside the values), hits read low. 0.3% of 360,000 active. AID 651819; in the data active means activity change below about -30%; further: on the % scale 0 is the no-effect control and ±100 the full control effect
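ATPase activity: ADP formed was measured by HTRF Transcreener (665/615 nm ratio) after 30 min at 37 deg C with 10 uM ATP. Compounds screened at one 76 uM concentration against 40 or 20 nM TRiC in Tris pH 7.4/KCl/MgCl2/DTT buffer.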
EPAC2 agonist: agonists of human EPAC2 (RAPGEF4) | Q8WZA2 | EPAC2 activation, biochemical qHTS; response scale: 100% = 6.5 mM cAMP response | Potency, µM (titrated, usually from 154 µM), inactives show at the top dose activation, hits mostly activators | 0.079% of 360,000 active | AID 720711; further: potency means the concentration at half of the fitted maximal effect; nearly all actives have a fitted effect of over 50% in size
Target sequence (Q8WZA2 whole entry, looked up): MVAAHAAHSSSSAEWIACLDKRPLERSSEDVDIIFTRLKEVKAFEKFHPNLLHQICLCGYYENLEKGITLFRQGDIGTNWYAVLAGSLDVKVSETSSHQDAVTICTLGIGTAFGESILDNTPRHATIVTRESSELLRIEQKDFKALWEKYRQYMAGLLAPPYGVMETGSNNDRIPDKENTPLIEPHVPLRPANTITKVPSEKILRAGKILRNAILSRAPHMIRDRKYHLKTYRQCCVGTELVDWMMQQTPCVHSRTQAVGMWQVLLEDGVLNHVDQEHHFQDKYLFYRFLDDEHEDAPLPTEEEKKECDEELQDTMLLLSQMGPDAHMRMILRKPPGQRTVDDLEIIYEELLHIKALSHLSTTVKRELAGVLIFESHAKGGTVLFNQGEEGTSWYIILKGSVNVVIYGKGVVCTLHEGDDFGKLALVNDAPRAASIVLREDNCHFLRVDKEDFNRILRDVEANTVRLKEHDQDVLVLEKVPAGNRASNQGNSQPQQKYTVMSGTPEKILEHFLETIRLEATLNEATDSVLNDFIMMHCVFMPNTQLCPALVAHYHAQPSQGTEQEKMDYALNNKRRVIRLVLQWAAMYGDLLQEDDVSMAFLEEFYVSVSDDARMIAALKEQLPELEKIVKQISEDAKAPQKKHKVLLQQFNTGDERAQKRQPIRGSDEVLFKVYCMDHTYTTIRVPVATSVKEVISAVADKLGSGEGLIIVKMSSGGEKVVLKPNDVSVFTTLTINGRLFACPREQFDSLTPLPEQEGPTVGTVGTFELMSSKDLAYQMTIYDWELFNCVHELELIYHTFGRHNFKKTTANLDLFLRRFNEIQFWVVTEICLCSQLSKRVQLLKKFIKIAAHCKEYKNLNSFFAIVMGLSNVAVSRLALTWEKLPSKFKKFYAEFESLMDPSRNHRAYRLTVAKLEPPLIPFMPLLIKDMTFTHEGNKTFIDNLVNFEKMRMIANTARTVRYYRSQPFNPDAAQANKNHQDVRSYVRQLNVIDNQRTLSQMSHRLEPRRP
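Nucleotide exchange monitored as fluorescence drop when BODIPY-GDP leaves Rap1B. Reaction: 100 nM EPAC2, 250 nM RAP1B-BODIPY-GDP, 50 uM GDP, room temperature, kinetic read over 30 min. Activity expressed relative to 6.5 mM cAMP.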
Mm-Cpn inhibitor: M. maripaludis TRiC chaperonin inhibition; purified Mm-Cpn ATPase, ADP Transcreener TR-FRET; Potency, µM (series often up to 76.9 µM), without a hit: at the highest dose activity, negative = inhibition, most hits filed as inhibitors; 0.031% of 330,000 active; AID 504842; further: potency means the concentration at half of the fitted maximal effect; on the % scale 0 is the no-effect control and ±100 the full control effect; nearly all actives have a fitted effect of over 80% in size
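25 nM Mm-CPN + cpd, 10 min 37°C; + 10 uM ATP, 30 min 37°C; buffer 30 mM Tris pH 7.4, 100 mM KCl, 5 mM MgCl2, 1 mM DTT; Transcreener ADP HTRF detection 30 min RT.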
EPAC2 antagonist: antagonists of human EPAC2 | EPAC2 GEF exchange of Rap1B-BODIPY-GDP, fluorescence | Q8WZA2 | 0.18% of 360,000 active | Potency, µM (series often up to 114 µM), for inactives: at the top dose activity, negative = inhibition, most hits filed as inhibitors; further: potency means the concentration at half of the fitted maximal effect; on the % scale 0 is the no-effect control and ±100 the full control effect; nearly all actives have a fitted effect of over 45% in size; many of its hits are not listed in these tables
Nrf2 ARE act: activates Nrf2 signaling | AREc32 ARE-luciferase reporter (MCF7-derived line), luminescence, 24 h | Potency, µM (highest dose often 46.1 µM), inactives show at the highest dose activation, most hits filed as activators | 0.31% of 410,000 active | AID 624171; further: potency means the concentration at half of the fitted maximal effect; % of control where 0% means no effect; nearly all actives have a fitted effect of over 65% in size
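ARE activation measured as luciferase luminescence (Steady-Glo, 30 min RT) in AREc32_Fluc cells after 24 hr compound exposure at 37 deg C, 5% CO2; cells seeded overnight at 1000/well in OPTI-MEM, 5% FBS.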
A549 viability: A549 cytotoxicity, counter-screen for Nrf2 inhibitors | Potency, µM (top dose mostly 46 µM), inactives show top-dose activity change, negative = cytotoxicity, hits mostly inhibitors | A549 ARE-Fluc cells, CellTiter-Fluor viability, 18-24 h | 0.16% of 390,000 active | AID 504648; further: potency means the concentration at half of the fitted maximal effect; on the % scale 0 is the no-effect control and ±100 the full control effect
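A549 ARE-Fluc cells in 5% FBS OPTI-MEM, 5000 cells/well, rested 2 h then exposed to compounds in concentration-response for 18-24 h at 37 °C. Viability by CellTiter-Fluor fluorescence (Ex 405/Em 525) after 30 min; luciferase luminescence (BugLite, 15 min, RT) read afterwards.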
Active calls of the source: *; i = inactive; ? = inconclusive; . = no result given; [ ] = remark or other dose. Unless noted, the call rests on the fitted dose curve; in most records, active means well fitted curve in the direction sought with a large enough effect; inconclusive means small, poorly fitted or top-dose-only effect, or another doubt; inactive means no such curve, though single readings can be large; an effect the other way counts as inactive or inconclusive. Only part of the results is shown, so the mix of outcomes need not match the whole.

structure,A549 viability,Mm-Cpn inhibitor,TGFb SMAD3 inh,Nrf2 block,CCT chaperon mod,pAkt inh,EPAC2 agonist,EPAC2 antagonist,Nrf2 ARE act
C=CCS(=O)(=O)N1CCCC(C(=O)c2cccc(Cl)c2)C1 (centres undefined),3%,1%,1%,-15%,3.4,i,-4%,-4%,-0.3%
CCCCn1c(=NC(=O)C(C)(C)Oc2ccc(Cl)cc2)c(C(=O)OCC)cc2c(=O)n3ccccc3nc21,2%,.,-1%,11%[9.27 µM],.,.,.,.,2.1%
C=CCN(C(=O)CCC(=O)Nc1cc(C)on1)C(C(=O)NC1CCCC1)c1ccc(C)cc1 (centres undefined),2%,2%,-13%,-27%,-3.0,i,13%,-3%,0.1%
O=C(Nc1nccs1)c1nc[nH]c1C(=O)N1CCN(c2ccccc2)CC1,3%,1%,13%,12%,-0.1,i,-3%,5%,-0.8%
Cc1ccc2c(c1Br)/C(=N/N1C(=O)c3ccccc3C1=O)C(=O)N2,-5%,1%,?,1%,-0.5,i,5%,8%,1.8%
CCOC(=O)c1c(NC(=O)CSc2ncn[nH]2)sc(C)c1C,-7%,2%,1%,7%,-0.8,i,6%,-8%,-0.3%
CCOc1ccc(S(=O)(=O)N2CCN(C(=O)C3CSC4(C)CCC(=O)N34)CC2)cc1 (centres undefined),-2%,-8%,-7%,11%,-1.5,i,-7%,13%,0.0%
CCCN(CCC)S(=O)(=O)c1ccc(C(=O)N2CC3CCC(CC3)C2)cc1,-6%,4%,-1%,-12%,0.1,i,4%,5%,2.1%
CCOc1ccc(Cl)cc1-c1cc(C(=O)NCc2cccs2)[nH]n1,.,.,3%,.,0.4,i,5%,15%,7.0%
CCCc1nn2c(=O)cc(COC(=O)C3CCCCC3)nc2s1,2%,.,-6%,2%,.,.,.,.,0.4%
CSc1nc2sc3c(c2c(=O)[nH]1)CC(C)(C)OC3,-6%,-1%,11%,-11%,1.1,i,2%,8%,0.1%[9.22 µM]
Cc1ccc(-c2oc3ccccc3c(=O)c2O)cc1,-5%,-1%,-16%,2%,-0.8,i,5%,8%,5.6%
N#Cc1nc(-c2ccc(OCc3ccc(Cl)cc3)cc2)oc1NCCCn1ccnc1,15%,0%,0%,4%,0.7,i,3%,22%,0.4%
O=C1C=CN(Cc2ccccc2)CC1,17%,-1%,-3%,9%,-0.5,i,1%,-7%,-0.1%
CSCCC(NC(=O)c1ccc(Cl)cc1Cl)C(=O)NCc1ccncc1 (centres undefined),-4%,-1%,-1%,-17%,1.3,i,2%,3%,0.0%
O=C(CN(C(=O)CCC(=O)Nc1nccs1)c1ccc2c(c1)OCO2)NCc1ccc(F)cc1,?,0%,28%,?,1.9,i,-3%,1%,2.6%
Cc1ccc(S(=O)(=O)Nc2cc3c4c(c2)CC(=O)N4CCC3)cc1,-1%,-1%,0%,-17%,0.5,i,1%,-2%,4.5%
CCOC(=O)C1=C(c2ccccc2)OC(N)=C(C#N)C1c1cccnc1 (centres undefined),-3%,-4%,6%,7%,-3.3,i,5%,-2%,12%
COc1cc(NC(=O)c2nc3cc(C)c(C)cc3n(C)c2=O)cc(OC)c1OC,-2%,.,-19%,7%,.,.,.,.,-0.7%
O=[N+]([O-])c1ccc(Oc2ccc(S(=O)(=O)N3CCCCC3)cc2)cc1,-8%,-2%,-2%,?,0.0,i,7%,19%,2.7%
O=C(CSc1nnc(-c2ccco2)o1)NCC(=O)c1ccccc1,-5%,0%,?,1%,-1.8,i,-4%,2%,-0.3%
CCC(=O)N1CCc2cc(S(=O)(=O)NCCc3ccc(S(N)(=O)=O)cc3)ccc21,24%,2%,-15%,19%,-0.4,i,10%,1%,0.1%
O=C(Cc1ccccc1[N+](=O)[O-])N1CCN(c2ccccc2F)CC1,7%,1%,?,11%,-0.4,i,-1%,-3%,-0.2%
COC(=O)c1ccc(NC(=O)COc2cccc3c2OC(C)(C)C3)cc1,2%,2%,7%,2%,-3.1,i,5%,-26%,-0.3%
CCc1ccc(S(=O)(=O)NCc2cn3cccc(C)c3n2)s1,-14%,1%,10%,?,-5.8,.,-85%[15.6 µM],0%,2.2%
CCOC(=O)CC1(C)NC(=O)c2c(C)sc(C(=O)OCC)c2N1 (centres undefined),-1%,-5%,6%,13%,0.5,i,2%,6%,3.7%
Cc1cccc(OCc2cc(-c3ccccc3)no2)c1C,0%,0%,1%,13%,-1.6,i,14%,-2%,3.1%
Cn1c(=O)cc(C(=O)N/N=C/c2ccc(F)cc2)[nH]c1=O,13%,0%,29%,5%,0.7,i,3%,-8%,1.0%
CCc1cccc(C)c1Nc1c(-c2ccccc2)nc2sccn12,-5%,.,?,?,.,.,.,.,6.0%
Cc1cc(N2CCOCC2)c2c(N)c(Br)cc(C)c2n1,-2%,-1%,0%,.,1.2,i,1%,-7%,-0.6%
Cc1ccc(-c2nc(C)sc2CC(=O)OCC(=O)Nc2c(F)cccc2F)cc1,13%,0%,0%,3%,0.5,i,0%,-3%,-0.4%
COc1ccc(C(=O)CN2C(=O)NC3(CCCCCC3)C2=O)cc1,-2%,.,3%,13%,-2.2,i,-1%,-1%,3.9%
CCc1ccc(NC(=O)c2cnn3ccccc23)cc1,12%,0%,-1%,?,-0.5,i,8%,-3%,-3.4%
CCCNC(=O)c1ccc(N2CCC3(CC2)CC(c2ccccc2)=NO3)c(NC(=O)c2ccc(Br)cc2)c1,-2%,-10%,9%,-15%,0.4,i,3%,-6%,0.4%
Cc1ccc(F)c(S(=O)(=O)NC(=O)C2(C)CCN2C(=O)c2ccc(C3CCCCC3)cc2)c1 (centres undefined),.,.,2%,.,0.0,i,-6%,7%,-0.6%
N#CCCN(C(=O)COC(=O)COc1ccccc1Cc1ccccc1)c1ccccc1,0%,-1%,21%,-7%,1.1,i,18%,-7%,-0.2%
O=C(CNS(=O)(=O)c1ccc([N+](=O)[O-])cc1)N/N=C/c1ccc(O)cc1O,1%,-1%,-1%,-15%,-0.2,i,16%,-1%,-2.4%
COc1cc2c(cc1O)CC[n+]1cc3c(OC)c(OC)ccc3cc1-2,-7%,0%,5%,11%,-2.4,i,1%,22%,-1.0%
O=C(O)C1=C(C(=O)O)C2CCC1C2,.,.,-9%,.,0.5,i,4%,7%,-0.4%
Cc1cccc(OC(=O)c2nc(SCc3ccccc3F)ncc2Cl)c1,6%,.,-10%,19%,.,.,.,.,5.5%
COc1ccc(OC)c(NC(=O)C2CCCN(S(=O)(=O)c3c(C)noc3C)C2)c1 (centres undefined),2%,0%,1%,4%,-0.6,i,-3%,6%,-0.7%
CCOc1ccc(/C=N/NC(=S)Nc2c(C)cccc2C)cc1,?,-1%,-14%,?,-6.0,i,10%,-6%,0.8%
O=C(CSc1nnnn1-c1ccc(O)cc1)Nc1cccc(S(=O)(=O)N2CCCC2)c1,-18%,1%,-25%,.,-2.8,i,10%,-10%,2.9%
CC(C)C1COC(c2cccn2Cc2ccccc2Cl)=N1 (centres undefined),0%,-4%,0%,-1%,-0.9,i,17%,?,-0.1%
Cc1ccc(SCCC(=O)Nc2ccccc2C(=O)NC(C)C)cc1,3%,-2%,-6%,3%,1.4,i,-9%,-2%,0.2%
COc1ccc(CNC(=O)/C=C/C(=O)O)cc1OC,3%,0%,?,1%,-2.9,i,1%,1%,0.0%

Filtered by structure: the entries above containing two or more sulfur atoms
structure,A549 viability,Mm-Cpn inhibitor,TGFb SMAD3 inh,Nrf2 block,CCT chaperon mod,pAkt inh,EPAC2 agonist,EPAC2 antagonist,Nrf2 ARE act
CCOC(=O)c1c(NC(=O)CSc2ncn[nH]2)sc(C)c1C,-7%,2%,1%,7%,-0.8,i,6%,-8%,-0.3%
CCOc1ccc(S(=O)(=O)N2CCN(C(=O)C3CSC4(C)CCC(=O)N34)CC2)cc1 (centres undefined),-2%,-8%,-7%,11%,-1.5,i,-7%,13%,0.0%
CSc1nc2sc3c(c2c(=O)[nH]1)CC(C)(C)OC3,-6%,-1%,11%,-11%,1.1,i,2%,8%,0.1%[9.22 µM]
CCC(=O)N1CCc2cc(S(=O)(=O)NCCc3ccc(S(N)(=O)=O)cc3)ccc21,24%,2%,-15%,19%,-0.4,i,10%,1%,0.1%
CCc1ccc(S(=O)(=O)NCc2cn3cccc(C)c3n2)s1,-14%,1%,10%,?,-5.8,.,-85%[15.6 µM],0%,2.2%
O=C(CSc1nnnn1-c1ccc(O)cc1)Nc1cccc(S(=O)(=O)N2CCCC2)c1,-18%,1%,-25%,.,-2.8,i,10%,-10%,2.9%

From PubChem BioAssay
